RAM network inh = inhibitors of the yeast RAM network | AID 868 | S. cerevisiae dse1pr::URA3 reporter, 5-FOA growth OD615, 2 d; analog-sensitive cbk1-as2 kinase mutant strain | 190,000 compounds, 1.8% hits | inhibition, % at 50 µM;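 active = inhibition above a set limit, 3 SD over mean compound inhibition, cut at about 8.4% in these data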;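 note: 0% = DMSO-only wells with no growth and 100% = 10 µM 1-NA-PP1 full growth; inhibition rescues growth on 5-FOA so higher OD means more RAM inhibition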
DTT redox prof = compounds producing H2O2 with reducing agent – biochemical, NIH compound library profiling, artefact control for MLSCN library redox annotation, primary screen; DTT-dependent redox cycling H2O2, phenol red/HRP absorbance; 100% = 100 µM peroxide control, 0% = buffer; activation, % at 10 µM; 200,000 compounds, 0.03% hits; AID 878;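 active = activation of at least 50% relative to the plate's high and low controls in the primary single-dose screen; inactive = activation below 50%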;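 note: compound incubated with DTT at 0.8 mM final as the reducing agent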
TNAP inh hi DEA = TNAP (human) inhibition, high acceptor | 200,000 compounds, 0.03% hits | AID 1135 | inhibition, % at 20 µM | purified TNAP, CDP-star luminescence, 1 M DEA | P05186;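 active = over 50% inhibition of tissue-nonspecific alkaline phosphatase at 20 µM in the single-dose screen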;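 note: plate controls were DMSO wells for no effect and EDTA-quenched wells as full inhibition for full effect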
Target sequence (P05186 whole entry, looked up): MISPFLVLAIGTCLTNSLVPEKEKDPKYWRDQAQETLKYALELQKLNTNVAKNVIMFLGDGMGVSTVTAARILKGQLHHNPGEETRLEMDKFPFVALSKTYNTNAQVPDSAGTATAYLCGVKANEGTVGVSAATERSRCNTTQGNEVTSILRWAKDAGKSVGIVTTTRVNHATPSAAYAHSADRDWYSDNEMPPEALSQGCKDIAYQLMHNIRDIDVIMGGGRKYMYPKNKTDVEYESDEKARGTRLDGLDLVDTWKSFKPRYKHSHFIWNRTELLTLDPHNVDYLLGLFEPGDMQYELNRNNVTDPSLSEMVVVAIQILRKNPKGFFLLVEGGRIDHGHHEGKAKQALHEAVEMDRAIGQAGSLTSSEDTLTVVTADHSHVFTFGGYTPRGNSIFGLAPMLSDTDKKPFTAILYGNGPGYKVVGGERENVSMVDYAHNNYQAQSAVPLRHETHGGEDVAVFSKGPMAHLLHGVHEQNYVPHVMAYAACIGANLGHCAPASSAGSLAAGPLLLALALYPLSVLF
Efa HMGR inh = blocks class II HMG-CoA reductase of Enterococcus faecalis; AID 1066; inhibition, % at 10 µM; 190,000 compounds, 0.41% hits; purified E. faecalis HMGR, NADPH absorbance 340 nm kinetic;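 active = inhibition above a set limit, the median over all tested compounds plus 3 SD, cut at about 9.5% in these data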;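 note: enzyme runs in reverse so mevalonate oxidation gives rising NADPH absorbance; 0% = complete reaction with DMSO and 100% = background rate lacking mevalonate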
Lmaj promast = inhibitors of Leishmania major promastigote growth; Leishmania major promastigotes, resazurin fluorescence viability; inhibition, % at 10 µM; 200,000 compounds, 9% hits; AID 1063; in the data active = inhibition above about 50%;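 note: promastigotes grown with compound for 44 hours at 28 °C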
S1P3 antag = antagonists of human S1P3 receptor; CHO S1P3 NFAT-BLA reporter, FRET fluorescence, antagonist mode; inhibition, % at 4.98 µM; Q99500; AID 485; 170,000 compounds, 0.27% hits;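 active = inhibition above the plate cutoff, the mean inhibition of test wells on that plate plus 3 SD, cut at about 28% in these data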;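 note: cells challenged with S1P at its EC80 of 0.8 µM; blue over green emission ratio from cleaved BLA substrate after 4 h stimulation; 0% = S1P-stimulated wells and 100% = unstimulated DMSO-only wells; some compounds past the cut are filed as inactive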
Target sequence (Q99500 whole entry, looked up): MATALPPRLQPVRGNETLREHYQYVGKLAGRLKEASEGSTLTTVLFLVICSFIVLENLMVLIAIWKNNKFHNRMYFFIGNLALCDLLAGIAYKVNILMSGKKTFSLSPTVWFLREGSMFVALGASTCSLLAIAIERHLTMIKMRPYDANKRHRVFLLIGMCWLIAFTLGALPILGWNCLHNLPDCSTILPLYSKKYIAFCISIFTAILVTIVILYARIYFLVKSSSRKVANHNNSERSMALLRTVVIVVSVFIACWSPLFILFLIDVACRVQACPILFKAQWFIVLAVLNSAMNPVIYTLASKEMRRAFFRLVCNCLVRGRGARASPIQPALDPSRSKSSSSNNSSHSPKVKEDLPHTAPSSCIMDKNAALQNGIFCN
PMI act = activators of human phosphomannose isomerase; AID 1214; activation factor at 20 µM; P34949; 190,000 compounds, 0.005% hits; purified human PMI, coupled resazurin fluorescence, 20 min; hits give high values; 1 = vehicle control, 0 substrate-free wells;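 active = activation factor of 2 or more at 20 µM, relative to plate controls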
TNAP inh noacc = inhibitors of human TNAP without phosphate acceptor. purified TNAP, CDP-star luminescence, 30 min. P05186. inhibition, % at 20 µM. 200,000 compounds, 0.26% hits;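 active = tissue-nonspecific alkaline phosphatase inhibition above about 50% at 20 µM in the single-dose screen, limit read from the data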;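 note: 0% = DMSO negative control and 100% = EDTA positive control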
Hsp70 activator = Hsp70 transcriptional activation, primary screen; activation, % at 10 µM; 200,000 compounds, 0.04% hits; HeLa Hsp70 promoter luciferase reporter, luminescence; scaled: vehicle 0, proteasome-inhibitor control 100%;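 active = activation above the mean across all tested compounds plus 3 SD, cutoff set per campaign, cut at about 5.5% in these data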;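 note: 100% = MG132 at 30 µM as the positive control and 0% = DMSO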
PMI act hi M6P = PMI (human) activation, high substrate; activation factor at 20 µM; coupled PMI enzyme assay, resazurin fluorescence, 20 min; hits give high values; 1 = untreated enzyme, 0 = substrate-free blank; 190,000 compounds, 0.34% hits;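 active = activation factor of 2 or more at 20 µM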
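Material: human phosphomannose isomerase with PGI, G6PDH, diaphorase coupling enzymes / Reagent: Man-6-P substrate 1.0 mM / Dosing: single compound dose of 20 µM, 1% DMSO final / Incubation: enzyme reaction with compound 20 min at room temperature / Signal: resorufin fluorescence (Ex 544/Em 590 nm) from resazurin via diaphorase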
Active calls of the source: *.

For CC(=O)NC(Cc1ccc(C(C)C)cc1)C(=O)NC1CCN(C(=O)c2cccc(C)c2)CC1 (centres undefined) the results were RAM network inh 0.4, DTT redox prof -0.6, TNAP inh hi DEA -4, Efa HMGR inh 5, Lmaj promast 0, S1P3 antag -16, PMI act 1.1, TNAP inh noacc -9, Hsp70 activator -0.1 and PMI act hi M6P 1.1.
Screening Cc1nn(-c2ccccc2)c(Cl)c1/C=N/Nc1nc2ccccc2[nH]1 returned RAM network inh -0.6, DTT redox prof 0.8, TNAP inh hi DEA -3, Efa HMGR inh -7, Lmaj promast 36, S1P3 antag -11, PMI act 0.9, TNAP inh noacc 11, Hsp70 activator -0.1 and PMI act hi M6P 1.1.
COc1ccccc1NC(=O)Nn1cnnc1 was read as RAM network inh 2.9, DTT redox prof -0.7, TNAP inh hi DEA -8, Efa HMGR inh -6, Lmaj promast -6, PMI act 1, TNAP inh noacc -12, Hsp70 activator -0.2 and PMI act hi M6P 1.1.
For O=c1c2ccccc2c(C=NCCCN2CCOCC2)c(O)n1Cc1ccc2c(c1)OCO2 the results were RAM network inh 0.7, DTT redox prof -0.2, TNAP inh hi DEA -1, Efa HMGR inh -4, Lmaj promast 86*, S1P3 antag 13, PMI act 1, TNAP inh noacc -10, Hsp70 activator -0.3 and PMI act hi M6P 1.
`CCNC(=S)N(Cc1ccc2c(c1)OCO2)C1CC(=O)N(c2ccc(F)cc2)C1=O` (centres undefined) gave RAM network inh 0.3, DTT redox prof 1.8, TNAP inh hi DEA -3, Efa HMGR inh 1, Lmaj promast 6, PMI act 0.9, TNAP inh noacc -12, Hsp70 activator -0.1 and PMI act hi M6P 0.9.
CC(NC(=O)CCSc1nc(-c2ccc3c(c2)OCO3)cc(C(F)(F)F)n1)c1ccccc1 (centres undefined) was read as RAM network inh 1.3, DTT redox prof -0.5, TNAP inh hi DEA -4, Efa HMGR inh -2, Lmaj promast 62*, PMI act 0.9, TNAP inh noacc -8, Hsp70 activator 0.1 and PMI act hi M6P 1.
CC[n+]1ccc2cc(OC)c(OC)cc2c1Cc1ccc(OC)c(OC)c1 was read as RAM network inh 1.7, DTT redox prof -0.9, TNAP inh hi DEA 2, Efa HMGR inh -9, Lmaj promast 0, S1P3 antag 1, PMI act 1.3, TNAP inh noacc -1, Hsp70 activator -0.3 and PMI act hi M6P 1.2.
Screening CC(=O)N1CCN(C(=O)COc2ccc(N(C)S(=O)(=O)c3cccs3)cc2)CC1 returned RAM network inh 0.1, DTT redox prof 0.2, TNAP inh hi DEA -2, Efa HMGR inh 0, Lmaj promast 1, S1P3 antag 2, PMI act 1.1, TNAP inh noacc -11, Hsp70 activator 0.3 and PMI act hi M6P 1.
Screening CCn1c(=O)c(C(=O)CN2CCc3ccccc32)c(N)n(Cc2ccccc2)c1=O returned RAM network inh -0.2, DTT redox prof 0.7, TNAP inh hi DEA 3, Efa HMGR inh -9, Lmaj promast 16, S1P3 antag 3, PMI act 1, TNAP inh noacc -3, Hsp70 activator -0.2 and PMI act hi M6P 1.1.
Screening CCCC(=O)NCc1ccc2c(c1)cc(C)n2C returned RAM network inh 0.5, DTT redox prof -2.4, TNAP inh hi DEA 0, Efa HMGR inh -10, Lmaj promast -2, S1P3 antag 5, PMI act 0.9, TNAP inh noacc -9, Hsp70 activator -0.3 and PMI act hi M6P 0.9.
For CN(Cc1ncc[nH]1)C(=O)CC1C(=O)NCCN1Cc1c(F)cccc1Cl (centres undefined) the results were RAM network inh -0.5, DTT redox prof -0.7, TNAP inh hi DEA -2, Efa HMGR inh -2, Lmaj promast 0, S1P3 antag 4, PMI act 0.9, TNAP inh noacc 0, Hsp70 activator -0.3 and PMI act hi M6P 0.8.
`COc1cccc(OC)c1C(=O)Nc1nc2ccc(S(C)(=O)=O)cc2s1` gave RAM network inh 0.5, DTT redox prof -1.6, TNAP inh hi DEA -2, Efa HMGR inh -7, Lmaj promast -1, PMI act 1, TNAP inh noacc -5, Hsp70 activator -0.1 and PMI act hi M6P 1.
CC(C)(C)NCC(=O)N/N=C/c1ccc(OCc2ccccc2)cc1 was read as RAM network inh 1.1, DTT redox prof -0.1, TNAP inh hi DEA -4, Efa HMGR inh 2, Lmaj promast 29, S1P3 antag -13, PMI act 1, TNAP inh noacc -2, Hsp70 activator -0.1 and PMI act hi M6P 1.
`O=C(c1cn(-c2ccccc2)nc1-c1ccccc1)N1CCN(c2ccccn2)CC1` gave RAM network inh 2.0, DTT redox prof -0.3, TNAP inh hi DEA -4, Efa HMGR inh 1, Lmaj promast 8, S1P3 antag -10, PMI act 1, TNAP inh noacc -9, Hsp70 activator -0.1 and PMI act hi M6P 1.
For Cc1nc(N2CCOCC2)nc(OCCN2CCOCC2)c1[N+](=O)[O-] the results were RAM network inh 1.0, DTT redox prof 0.1, TNAP inh hi DEA 0, Efa HMGR inh 0, Lmaj promast -3, S1P3 antag -7, PMI act 0.9, TNAP inh noacc -18, Hsp70 activator -0.1 and PMI act hi M6P 1.
For O=C(O)CC(c1cccc(Cl)c1)n1cccc1 (centres undefined) the results were RAM network inh -0.3, DTT redox prof 0.1, TNAP inh hi DEA -3, Efa HMGR inh 0, Lmaj promast -6, PMI act 0.8, TNAP inh noacc -9, Hsp70 activator 0.0 and PMI act hi M6P 0.9.
Screening Cn1ncc2c1ncn1nc(COc3ccc4ccccc4c3)nc21 returned RAM network inh 1.8, DTT redox prof -0.3, TNAP inh hi DEA -3, Efa HMGR inh -2, Lmaj promast -1, S1P3 antag 8, PMI act 1.1, TNAP inh noacc -15, Hsp70 activator 0.1 and PMI act hi M6P 1.1.
Cn1c(-c2ccc(N)cc2)nc2ccccc21 was read as RAM network inh 2.4, DTT redox prof 0.5, TNAP inh hi DEA -4, Efa HMGR inh -1, Lmaj promast -1, S1P3 antag -20, PMI act 0.9, TNAP inh noacc -5, Hsp70 activator -0.3 and PMI act hi M6P 0.9.
CSc1ccc(/C=N\NC(=O)CNc2ccc(C)cc2)cc1 was read as RAM network inh 2.1, DTT redox prof -3.6, TNAP inh hi DEA -2, Efa HMGR inh -3, Lmaj promast 7, PMI act 0.8, TNAP inh noacc 0, Hsp70 activator -0.3 and PMI act hi M6P 0.9.
For CSc1ccccc1C(=O)NCCSc1ccccc1 the results were RAM network inh -0.8, DTT redox prof -0.1, TNAP inh hi DEA -3, Efa HMGR inh 2, Lmaj promast -2, PMI act 0.8, TNAP inh noacc -10, Hsp70 activator -0.1 and PMI act hi M6P 0.9.
NC(=O)c1sc2nc(N3CCOCC3)c3c(c2c1N)CCCC3 was read as RAM network inh 1.6, DTT redox prof 0.8, TNAP inh hi DEA -4, Efa HMGR inh 4, Lmaj promast 41, PMI act 1.1, TNAP inh noacc -19, Hsp70 activator -0.1 and PMI act hi M6P 1.3.
Screening Cc1ccc(NC(=O)c2ccccc2CCc2ccccc2)c(C)c1 returned RAM network inh 6.2, DTT redox prof -6.3, TNAP inh hi DEA -5, Efa HMGR inh -2, Lmaj promast -4, PMI act 1, TNAP inh noacc -8, Hsp70 activator -0.1 and PMI act hi M6P 0.9.
O=C(CSc1ccc(F)cc1)N1CCN(S(=O)(=O)c2ccccc2)CC1 was read as RAM network inh 0.4, DTT redox prof -1.6, TNAP inh hi DEA -3, Efa HMGR inh -1, Lmaj promast 11, S1P3 antag -18, PMI act 0.8, TNAP inh noacc -4, Hsp70 activator 0.1 and PMI act hi M6P 0.9.
For C/C(=N\NC(=O)c1ccc(Cn2cc([N+](=O)[O-])cn2)o1)c1cccc(NC(=O)c2cccnc2)c1 the results were RAM network inh 2.2, DTT redox prof -0.2, TNAP inh hi DEA -4, Efa HMGR inh -2, Lmaj promast -4, S1P3 antag 5, PMI act 1, TNAP inh noacc -3, Hsp70 activator 0.0 and PMI act hi M6P 1.
`O=C(Nc1ccc(S(=O)(=O)NCc2cccnc2)cc1)c1ccccc1Cl` gave RAM network inh 0.5, DTT redox prof -0.1, TNAP inh hi DEA 2, Efa HMGR inh -4, Lmaj promast 23, S1P3 antag 3, PMI act 0.9, TNAP inh noacc 10, Hsp70 activator -0.4 and PMI act hi M6P 1.
Screening COc1ccc(C(C)=O)cc1CSc1nncn1-c1ccccc1 returned RAM network inh 0.0, DTT redox prof 0.4, TNAP inh hi DEA -2, Efa HMGR inh -3, Lmaj promast -3, S1P3 antag 1, PMI act 0.8, TNAP inh noacc -11, Hsp70 activator 0.1 and PMI act hi M6P 0.9.
Screening Cc1cccc(-c2nsc(SCC(=O)Nc3cc(C)on3)n2)c1 returned RAM network inh 0.5, DTT redox prof 2.9, TNAP inh hi DEA -4, Efa HMGR inh -4, Lmaj promast -5, S1P3 antag -11, PMI act 0.9, TNAP inh noacc -10, Hsp70 activator -0.2 and PMI act hi M6P 1.
`CCOC(=O)N1CCC(NC(=O)C(NC(=O)C2CCCCC2)C(C)C)CC1` (centres undefined) gave TNAP inh hi DEA -8, PMI act 1, TNAP inh noacc -12 and PMI act hi M6P 1.
`N#CCCn1c(SCC(=O)NCCc2ccc(F)cc2)nc2ccccc21` gave RAM network inh 0.7, DTT redox prof -0.5, TNAP inh hi DEA -3, Efa HMGR inh 0, Lmaj promast 2, PMI act 1, TNAP inh noacc 0, Hsp70 activator -0.3 and PMI act hi M6P 1.
For Fc1ccc(-c2[nH]ncc2CN(CC2CCC2)CC2CCCO2)c(F)c1 (centres undefined) the results were RAM network inh 2.2, DTT redox prof 0.5, TNAP inh hi DEA -8, Efa HMGR inh 2, Lmaj promast 3, S1P3 antag 6, PMI act 1, TNAP inh noacc 15, Hsp70 activator -0.2 and PMI act hi M6P 1.
COC(=O)c1c(-c2ccc(C(C)(C)C)cc2)csc1NC(=O)C1C2CCC(O2)C1C(=O)O (centres undefined) was read as RAM network inh 5.3, DTT redox prof 0.0, TNAP inh hi DEA 1, Efa HMGR inh -2, Lmaj promast -5, S1P3 antag -4, PMI act 0.6, TNAP inh noacc -24, Hsp70 activator -0.2 and PMI act hi M6P 0.8.
Screening O=C(CCl)c1ccc(Cc2ncc(C(F)(F)F)cc2Cl)s1 returned RAM network inh 0.7, DTT redox prof 1.1, TNAP inh hi DEA 2, Efa HMGR inh 6, Lmaj promast -1, PMI act 1.1, TNAP inh noacc -4, Hsp70 activator -0.4 and PMI act hi M6P 1.2.
Screening O=C(NC(=S)Nc1ccc(S(=O)(=O)Nc2nccs2)cc1)c1ccccc1F returned RAM network inh 4.6, DTT redox prof 0.3, TNAP inh hi DEA -5, Efa HMGR inh -3, Lmaj promast -11, S1P3 antag 8, PMI act 1, TNAP inh noacc -8, Hsp70 activator 0.1 and PMI act hi M6P 1.1.
For Cc1ccc(Cl)c(OC(=O)Cn2cnc3c2c(=O)n(C)c(=O)n3C)c1 the results were RAM network inh 0.1, DTT redox prof -0.3, TNAP inh hi DEA -2, Efa HMGR inh 0, Lmaj promast -3, S1P3 antag -3, PMI act 1.1, TNAP inh noacc -11, Hsp70 activator -0.3 and PMI act hi M6P 1.1.
